Bioassay records (PubChem BioAssay)
hgDAF-12 ag = activates the H. glycines DAF-12 receptor ligand-binding domain; HEK293 GAL4-hgDAF12 UAS-luciferase reporter, agonist luminescence; normalized to butyrate control; activation, % at 6.8 µM; hit rate 1.8% among 370,000; AID 687014;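 active means activation above a cutoff set at the mean of all screened compounds plus 3 SD, cut at about 10% in these data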;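 further: 0% = DMSO wells and 100% = sodium butyrate wells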
GAA850 FXN act = increases GAA850 frataxin promoter reporter activity | HEK293 lucGAA850 FXN promoter luciferase reporter, 24 h; percent of 10 µM SAHA response | activation, % at 6 µM | hit rate 0.56% among 360,000;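 active means activation above the average of all compounds screened plus 3 SD, cutoff fixed separately per campaign, cut at about 7.5% in these data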;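 further: 0% = DMSO wells and 100% = 10 µM SAHA wells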
DAX1 inh-1 = inhibitors of DAX1 repression of SF-1 activated StAR promoter. hit rate 1.1% among 370,000. inhibition, % at 6.8 µM. HEK293T StAR-luciferase reporter, SF-1/DAX-1 repression relief. AID 652010;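 active means inhibition above the mean over all tested compounds plus 3 SD, cut at about 3.6% in these data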;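 further: 0% = DAX-1 cells with DMSO and 100% = cells lacking DAX-1 with DMSO; higher inhibition means more luminescence from relief of DAX-1 repression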
GC-B act = GC-B (human) receptor activation | HEK293-GC-B cells, CNP EC30, cGMP TR-FRET; 0% at EC30 CNP, 100% saturating CNP | activation, % at 10 µM | hit rate 0.11% among 370,000 | P20594;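 active means activation at 10 µM reaching about 35% in either raw or pattern-adjusted values, limit read from the data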
hcDAF-12 act = activators of H. contortus DAF-12 nuclear receptor | hit rate 1.4% among 370,000 | activation, % at 6.8 µM | HEK293 hcDAF-12 lit1-tk-luc reporter, luminescence; 0% DMSO, 100% Δ7-dafachronic acid | AID 652067;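 active means activation above the mean of all tested compounds plus 3 SD, cut at about 5.5% in these data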;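 further: 100% = response to 3 µM Δ7-dafachronic acid high control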
HGIII-sPLA2 inh = Blocks human group III sPLA2 activity | QFRET BODIPY PC-A2 liposome hydrolysis, fluorescence | inhibition, % at 12.2 µM | hit rate 0.56% among 370,000;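 active means inhibition above mean plus 3 SD of compounds lying within the high and low control bounds, cut at about 19% in these data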;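 further: 0% = median of test compound wells and 100% = no enzyme DMSO wells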
Target sequence (Q9NZ20 whole entry, looked up): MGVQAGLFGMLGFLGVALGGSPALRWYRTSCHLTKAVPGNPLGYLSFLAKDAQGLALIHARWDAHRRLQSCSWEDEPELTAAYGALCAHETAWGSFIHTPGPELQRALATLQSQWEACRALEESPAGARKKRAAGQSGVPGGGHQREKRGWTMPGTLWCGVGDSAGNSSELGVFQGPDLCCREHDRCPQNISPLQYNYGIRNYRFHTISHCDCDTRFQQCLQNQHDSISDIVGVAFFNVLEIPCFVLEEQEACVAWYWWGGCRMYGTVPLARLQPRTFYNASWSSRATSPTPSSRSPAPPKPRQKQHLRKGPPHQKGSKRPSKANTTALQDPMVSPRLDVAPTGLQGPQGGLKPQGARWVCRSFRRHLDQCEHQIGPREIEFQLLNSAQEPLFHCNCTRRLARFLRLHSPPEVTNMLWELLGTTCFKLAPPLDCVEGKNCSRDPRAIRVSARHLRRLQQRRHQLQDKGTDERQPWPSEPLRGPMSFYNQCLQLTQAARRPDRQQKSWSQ
SMARCA2 act = SMARCA2 function activation, primary screen | AID 652017 | activation, % at 9.1 µM | hit rate 1% among 370,000 | MG213 cells, MMTV-luciferase reporter, dexamethasone, overnight; in the data active means activation above about 7.8%;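 further: 0% = vehicle wells and 100% = reference activator wells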
DAX1 inh-2 = inhibitors of human orphan nuclear receptor DAX1 (NR0B1); inhibition, % at 6.75 µM; hit rate 0.99% among 340,000; P51843; HEK293 Gal4-DAX1 luciferase reporter, luminescence; AID 504766;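 active means inhibition above the mean over all tested compounds plus 3 SD, cut at about 4.2% in these data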;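 further: 0% = DAX1-transfected cells with DMSO and 100% = empty-vector control cells with DMSO; inhibition shows as a rise in luminescence from relieved DAX1 repression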
Target sequence (P51843 207-470 limits assumed): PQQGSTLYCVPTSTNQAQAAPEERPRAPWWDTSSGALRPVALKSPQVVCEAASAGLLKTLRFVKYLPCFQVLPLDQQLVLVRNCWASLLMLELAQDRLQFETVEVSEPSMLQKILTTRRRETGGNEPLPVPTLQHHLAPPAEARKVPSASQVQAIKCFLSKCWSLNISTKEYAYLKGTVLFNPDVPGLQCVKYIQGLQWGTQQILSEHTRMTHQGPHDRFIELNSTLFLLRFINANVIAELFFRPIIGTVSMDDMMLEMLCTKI
GC-A act = GC-A (human) enzyme activation; HEK293 GC-A cells, cGMP TR-FRET, EC30 ANP; 0% at EC30 ANP, 100% saturating ANP; activation, % at 10 µM; hit rate 0.14% among 370,000; in the data active means activation above about 40%
ssDAF12 agonist = activators of S. stercoralis DAF-12 nuclear receptor; HEK293 ssDAF-12/GRIP1 lit1-tk-luc reporter, luminescence; % of 3 µM dafachronic acid response; activation, % at 6.8 µM; hit rate 1% among 370,000;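 active means activation above the mean over all tested compounds plus 3 SD, cut at about 0.9% in these data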;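 further: 0% = DMSO-only wells and 100% = 3 µM delta7-dafachronic acid wells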
KLK7 zymogen act = proKLK7 (human) activation, primary screen. P49862. purified proKLK7, EDANS-DABCYL substrate fluorescence; 100% is mature enzyme control, 0% vehicle. activation, % at 7 µM. hit rate 0.9% among 370,000. AID 652039;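 active means activation above the mean of all tested compounds plus 3 SD, computed per campaign excluding outliers beyond control limits, cut at about 13% in these data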
Target sequence (P49862 whole entry, looked up): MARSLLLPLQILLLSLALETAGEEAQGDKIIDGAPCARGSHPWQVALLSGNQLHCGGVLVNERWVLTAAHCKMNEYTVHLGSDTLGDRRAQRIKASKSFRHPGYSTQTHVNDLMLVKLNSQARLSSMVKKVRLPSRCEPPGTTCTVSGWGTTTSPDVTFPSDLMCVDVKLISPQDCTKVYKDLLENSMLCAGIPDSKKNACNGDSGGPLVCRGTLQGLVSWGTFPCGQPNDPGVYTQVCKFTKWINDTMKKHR
* = called active by the depositor; / = not tested or not shown; & = joins results of further samples. An unsorted share of the library. Share with any hit: about 6.7%.

1) COc1ccc(N2C(=O)[C@@H]3C(c4cccnc4)=NO[C@@H]3C2=O)cc1
2) Cc1nc2c(c(-c3ccccc3)c1C#N)C(=O)c1ccccc1-2
3) CC1Cc2cc(/C(O)=C3/C(=O)C(=O)N(CCCN4CCOCC4)C3c3ccc(C(C)C)cc3)ccc2O1 (configuration not stated)
4) CCOC(=O)C1(Cc2cccc(OC)c2)CCN(Cc2cccc3c2OCO3)CC1
5) Cc1ccc2cccc(OCC(=O)Nc3cccc(S(=O)(=O)N4CCCC4)c3)c2n1
6) CCOC(=O)C1=CC[C@@H](c2cccc(C)c2)N(S(=O)(=O)c2ccc(C)cc2)[C@H]1C(=O)OCC
7) Cc1ccc(NC(=O)CN(C)S(=O)(=O)c2cccs2)cc1F
8) CC1(C(=O)Nc2ccc(Cl)c(C(F)(F)F)c2)Cc2c(-c3cccc(C(N)=O)c3)ccnc2O1 (configuration not stated)
9) CC1(C(=O)NS(=O)(=O)c2ccc(Cl)cc2)CCN1C(=O)c1cccc(F)c1 (configuration not stated)
10) CCOC(=O)C1=C(C)NC(SCC(=O)OC)=C(C#N)C1c1ccc(C(=O)OC)cc1 (configuration not stated)
compound no.	1	2	3	4	5	6	7	8	9	10
GAA850 FXN act	2.5	-0.8	1.5	-4.1	-1.1	-2.4	4.5	-3.3	-0.1	-0.4&0.8
GC-A act	8	-8	0	-9	1	-3	1	-17	1	-3
GC-B act	0	-1	0	-10	5	-3	-1	-8	4	-9
SMARCA2 act	-3	-1	-3	-3	-2	-1	3	-5	-4	0
ssDAF12 agonist	-1.2	0.0	-1.0	-0.9	-2.2	-1.6	-0.7	-0.4	-0.9	-1.0
hcDAF-12 act	2.8	-1.2	1.6	-1.9	-2.8	-2.8	1.9	-0.8	-1.0	0.3
hgDAF-12 ag	1.9	1.7	-1.9	-3.6	-7.1	-0.8	2.5	-0.7	-1.0	4.3
HGIII-sPLA2 inh	-13	4	-7	-5	-11	4	-9	-30	-6	0
KLK7 zymogen act	-0.1	0.8	0.1	0.1	0.0	0.9	-0.5	-0.2	-0.1	2.9
DAX1 inh-2	/	1.6	0.1	-0.6	-2.0	-0.3	-0.5	/	/	-0.5&0.7
DAX1 inh-1	-0.3	0.4	-0.1	-0.3	-5.8	-0.4	-0.7	2.1	0.5	0.0

An excerpt of these results, with bars between the fields:
cpd | SMILES | GAA850 FXN act | GC-A act | GC-B act | SMARCA2 act | ssDAF12 agonist | hcDAF-12 act | hgDAF-12 ag | HGIII-sPLA2 inh | KLK7 zymogen act | DAX1 inh-2 | DAX1 inh-1
3 | CC1Cc2cc(/C(O)=C3/C(=O)C(=O)N(CCCN4CCOCC4)C3c3ccc(C(C)C)cc3)ccc2O1 (configuration not stated) | 1.5 | 0 | 0 | -3 | -1.0 | 1.6 | -1.9 | -7 | 0.1 | 0.1 | -0.1
8 | CC1(C(=O)Nc2ccc(Cl)c(C(F)(F)F)c2)Cc2c(-c3cccc(C(N)=O)c3)ccnc2O1 (configuration not stated) | -3.3 | -17 | -8 | -5 | -0.4 | -0.8 | -0.7 | -30 | -0.2 | / | 2.1

Additional records.
11) Cc1ccc2cc(NC(=O)c3ccccc3C)ccc2n1
12) COc1ccccc1C(=O)N1C(CC(=O)Nc2ccccc2C)C(=O)NC2CCCCC21 (configuration not stated)
13) CCOC(=O)/C(C#N)=c1/s/c(=C2\C=Cc3ccccc3N2CC)c(=O)n1CC
14) O=C(Nc1ccccc1)N1CCCN(Cc2c(F)cccc2Cl)CC1
15) O=C(NCCc1ccccn1)/C(=C/c1ccco1)NC(=O)c1ccccc1
16) Cc1ccc(S(=O)(=O)N(C)C)cc1NC(=O)CN1CCN(Cc2ccccc2)CC1
17) CCN(Cc1ccccc1)C(=O)c1cccc(S(=O)(=O)N2CCN(Cc3ccccc3)CC2)c1
18) CCCOc1ccccc1C(=O)N(Cc1ccco1)C1CCS(=O)(=O)C1 (configuration not stated)
19) COc1cc2cc(C(c3nnnn3C(C)(C)C)N3CCC(C)CC3)c(=O)[nH]c2cc1OC (configuration not stated)
20) C/C(=N\NC(=O)c1ccccc1)c1cccc(Br)c1
compound no.	11	12	13	14	15	16	17	18	19	20
GAA850 FXN act	3.3	-0.9	-2.0	2.1	1.5	2.5	0.5	-1.1	-2.9	4.9
GC-A act	-2	1	12	0	-1	1	0	-3	-1	-2
GC-B act	4	2	15	-3	-3	-1	-2	-12	0	3
SMARCA2 act	5	-4	2	-4	0	-1	-4	0	0	2
ssDAF12 agonist	-0.5	-0.7	-1.2	-1.3	-0.3	-2.0	-0.7	-1.1	-1.1	0.3
hcDAF-12 act	0.5	1.5	-1.1	2.9	0.7	-1.2	-0.4	-1.4	-1.8	2.9
hgDAF-12 ag	5.6	-0.1	-0.1	-1.3	7.7	-1.6	-0.3	2.0	-1.4	14*
HGIII-sPLA2 inh	-2	9	1	-8	-1	0	-18	1	-4	7
KLK7 zymogen act	0.4	0.0	0.2	-0.3	0.8	-0.2	0.5	0.1	3.6	0.1
DAX1 inh-2	1.2	-0.4	-0.3	-2.0	-0.7	-0.8	-1.6	1.2	-0.7	1.7
DAX1 inh-1	1.1	-0.3	0.8	-0.4	1.1	0.7	0.9	-0.7	-0.2	1.0

21) Cc1ccc(-n2nnnc2SC(C)C(N)=O)c(C)c1 (configuration not stated)
22) Cc1ccc(S(=O)(=O)N(C)c2ccc(OCc3cccc(C)c3)cc2)cc1
23) Cc1ccc(SC[C@H](c2ccccc2)N2CCN(CCc3ccccc3)CCC2=O)cc1
24) CC(C)Cn1c(SCC(=O)N2CCc3ccccc3C2)nc2cc(Cl)ccc2c1=O
25) CN1CCC(=C(c2ccc(Cl)cc2)c2ccccn2)CC1
26) Cn1c2ccccc2c(=O)c2c(=O)n(-c3ccccc3)c(C3CCCCC3)nc21
27) O=c1[nH]c2cc3ccccc3cc2nc1-c1nnnn1Cc1ccccc1
28) COc1cc(C2=NOC(C(=O)Nc3ccc(C(C)=O)cc3)C2)cc(OC)c1OC (configuration not stated)
29) Nc1nc(N)c2sc3nc4c(cc3c2n1)CCC4
30) Fc1ccc(C(c2nnnn2C2CCCC2)N2CCc3ccccc32)cc1 (configuration not stated)
compound no.	21	22	23	24	25	26	27	28	29	30
GAA850 FXN act	-1.3	0.5	1.8	0.9	1.5	-4.2	/	2.5	4.5	1.0
GC-A act	2	0	1	1	-44	2	-2	1	3	-18
GC-B act	4	1	3	3	-11	-5	-3	2	-7	-8
SMARCA2 act	5	-2	4	0	0	-1	-2	0	8.1*	-4
ssDAF12 agonist	-1.5	-1.2	-0.9	-1.7	-0.9	-0.9	-1.1	-1.2	-1.4	-1.3
hcDAF-12 act	-1.2	-0.7	1.8	1.4	-2.4	2.3	-1.9	0.2	0.8	0.4
hgDAF-12 ag	-0.2	-1.1	6.6	-2.4	0.0	5.1	-2.1	4.8	4.9	0.6
HGIII-sPLA2 inh	1	-10	-6	15	-7	3	-7	6	4	-4
KLK7 zymogen act	0.5	-0.4	0.6	-0.1	-0.6	-0.6	-0.6	-0.6	0.9	0.3
DAX1 inh-2	1.1	0.5	2.0	1.2	0.1	-1.4	/	2.9	1.9	1.2
DAX1 inh-1	0.3	-3.7	0.6	-0.6	0.2	-0.1	-1.5	0.0	1.1	0.2

31) COCCNc1nc(Nc2ccc(F)cc2)c2sccc2n1
32) Nc1c(C(=O)NCC2CCCO2)sc2nc3c(c(-c4ccco4)c12)CC/C3=C\c1ccco1 (configuration not stated)
33) O=C(Nc1cc(C(F)(F)F)ccc1N1CCOCC1)c1ccco1
34) CCOCCCn1c(=S)[nH]c2cc(C(=O)NC3CCCC(C)C3C)ccc2c1=O (configuration not stated)
35) CCNc1nc(NC(N)=S)nc(NC(C)(C)C)n1
36) C/C(=N/NC(=O)c1cc(-c2ccc(Cl)s2)[nH]n1)c1ccco1
37) O=C(Nc1nnc(S(=O)(=O)N2CCN(c3ccc(F)cc3)CC2)s1)c1ccccc1
38) CCCn1nnc(NC(=O)c2cccnc2Cl)n1
39) Cc1ccccc1NC(=O)NCCCN1CCCC1=O
40) CC(C)CNC(=S)NNC(=O)c1ccc(OC(F)F)cc1
compound no.	31	32	33	34	35	36	37	38	39	40
GAA850 FXN act	1.5	2.0	0.6	0.0	5.3	2.0	2.1	1.4	0.4	1.3
GC-A act	19	-15	2	1	0	5	-8	1	3	1
GC-B act	14	-5	5	-3	-5	6	-1	8	4	0
SMARCA2 act	-2	2	-2	3	-1	1	0	0	-1	-1
ssDAF12 agonist	-1.1	-1.7	-1.5	-0.8	-1.0	-1.6	-1.3	-1.1	-0.8	-1.3
hcDAF-12 act	-3.3	-1.5	-0.9	-1.6	-1.3	0.3	-0.9	-0.6	-0.1	0.5
hgDAF-12 ag	-1.0	0.8	1.0	-0.7	-1.3	0.5	1.3	0.5	-1.4	-2.0
HGIII-sPLA2 inh	1	-5	-1	4	15	0	-3	-1	11	0
KLK7 zymogen act	0.0	-1.1	0.8	0.5	-0.4	0.1	-0.3	0.2	-0.5	-0.3
DAX1 inh-2	/	0.4	0.0	0.3	2.8	/	0.3	0.6	0.3	1.7
DAX1 inh-1	-3.2	0.3	0.3	0.1	-0.3	0.2	0.7	0.2	1.7	-1.0

41) O=C(NCCCN1CCOCC1)c1cccs1
42) COCCCN(C(=O)c1cc(C)oc1C)c1c(N)n(CC(C)C)c(=O)[nH]c1=O
43) CCc1ccc(NCc2nc(-c3ccccc3)no2)cc1
44) O=c1ccccn1CCOc1ccccc1Cl
45) Cc1cc(NS(=O)(=O)c2ccc(NC(=O)N[C@H](C(=O)O)C(C)C)cc2)no1
46) COc1ccc2c(c1)C(=O)N(c1ccccc1OC)C(=O)C2
47) CCc1ncc(C)[nH]1
compound no.	41	42	43	44	45	46	47
GAA850 FXN act	1.3	-0.5	1.0	5.6	2.9	-0.3	/
GC-A act	7	2	2	-4	4	1	3
GC-B act	-1	3	4	7	4	6	6
SMARCA2 act	-1	-3	-1	-1	1	-3	-4
ssDAF12 agonist	-1.8	-0.2	-0.5	-1.1	-0.5	-1.9	-0.7
hcDAF-12 act	-0.2	-1.3	1.9	0.5	-0.2	-2.2	1.1
hgDAF-12 ag	0.1	-2.5	4.5	2.9	1.6	-1.0	2.0
HGIII-sPLA2 inh	2	3	1	2	4	14	-2
KLK7 zymogen act	-0.3	-0.8	0.5	-0.5	0.1	-0.9	-0.5
DAX1 inh-2	-0.3	-0.4	-1.7	1.5	0.9	2.4	/
DAX1 inh-1	-0.6	-1.2	1.1	0.9	-0.2	-0.2	1.1

Arranged by value in ssDAF12 agonist (high to low): some entries from above
nr | compound | ssDAF12 agonist
42 | COCCCN(C(=O)c1cc(C)oc1C)c1c(N)n(CC(C)C)c(=O)[nH]c1=O | -0.2
47 | CCc1ncc(C)[nH]1 | -0.7
44 | O=c1ccccn1CCOc1ccccc1Cl | -1.1
41 | O=C(NCCCN1CCOCC1)c1cccs1 | -1.8
46 | COc1ccc2c(c1)C(=O)N(c1ccccc1OC)C(=O)C2 | -1.9
